Compound activity deposited in PubChem BioAssay by The Scripps Research Institute Molecular Screening Center.
pPAFAH inh: pPAFAH (human) enzyme inhibition; Q13093; inhibition, % at 3.39 µM; recombinant pPAFAH, FP-rhodamine probe fluorescence polarization; AID 463082; 1.5% of 330,000 active;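 active = inhibition above the mean inhibition across the screen plus 3 SD, cut at about 25% in these data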;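 also: inhibitors block binding of the rhodamine activity-based probe so polarization drops; 0% = enzyme with DMSO and 100% = wells lacking pPAFAH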
PAFAH1B3 FP inh: blocks human PAF acetylhydrolase 1B catalytic subunit 3; Q15102; recombinant PAFAH1B3, FP-rhodamine probe, fluorescence polarization; inhibition, % at 3.39 µM; 0.28% of 340,000 active; AID 492972;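 active = inhibition above the screen-wide average of all tested compounds plus 3 SD, cut at about 25% in these data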;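 also: 0% = enzyme with DMSO only and 100% = wells lacking PAFAH1B3 protein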
Target sequence (Q15102 whole entry, looked up): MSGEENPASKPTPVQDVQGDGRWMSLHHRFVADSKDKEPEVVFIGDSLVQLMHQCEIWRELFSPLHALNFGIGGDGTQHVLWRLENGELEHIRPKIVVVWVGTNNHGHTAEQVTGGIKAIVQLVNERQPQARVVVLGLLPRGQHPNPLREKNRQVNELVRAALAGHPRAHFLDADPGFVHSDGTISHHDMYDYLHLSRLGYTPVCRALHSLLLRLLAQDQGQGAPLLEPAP
LYPLA1 inh: blocks human lysophospholipase 1, a PME1 counter-screen | O75608 | 0.16% of 320,000 active | recombinant LYPLA1, FP-Rh probe fluorescence polarization | inhibition, % at 5.9 µM | AID 2174;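 active = inhibition above the mean of all tested compounds plus 3 SD, set per campaign, cut at about 14% in these data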;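 also: inhibitors block serine hydrolase probe labeling of LYPLA1 so polarization falls; 0% = enzyme with DMSO and 100% = wells lacking LYPLA1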
Target sequence (O75608 whole entry, looked up): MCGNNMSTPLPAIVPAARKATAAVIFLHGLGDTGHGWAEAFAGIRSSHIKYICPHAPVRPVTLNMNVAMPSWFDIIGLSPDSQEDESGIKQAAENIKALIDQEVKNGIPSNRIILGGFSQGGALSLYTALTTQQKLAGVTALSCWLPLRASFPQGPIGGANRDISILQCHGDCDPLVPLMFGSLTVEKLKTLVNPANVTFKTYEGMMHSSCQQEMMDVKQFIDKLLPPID
PREPL inh: inhibits the human prolyl oligopeptidase-like enzyme; recombinant PREPL, fluorescence polarization activity-based probe; AID 2751; 0.68% of 320,000 active; Q4J6C6; inhibition, % at 5.96 µM; in the data active = inhibition above about 43%;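 also: 0% = enzyme with DMSO and 100% = wells lacking enzyme; many of its hits are not listed in these tables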
PAFAH1B2 inh: PAFAH1B2 (human) inhibition | AID 492953 | 1.2% of 340,000 active | recombinant PAFAH1B2, FP-rhodamine activity probe, fluorescence polarization | inhibition, % at 3.39 µM;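 active = inhibition above the mean of all tested compounds plus 3 SD, cut at about 24% in these data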;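 also: 0% = enzyme with DMSO and 100% = wells lacking PAFAH1B2; many of its hits are not listed in these tables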
Target sequence (P68402 whole entry, looked up): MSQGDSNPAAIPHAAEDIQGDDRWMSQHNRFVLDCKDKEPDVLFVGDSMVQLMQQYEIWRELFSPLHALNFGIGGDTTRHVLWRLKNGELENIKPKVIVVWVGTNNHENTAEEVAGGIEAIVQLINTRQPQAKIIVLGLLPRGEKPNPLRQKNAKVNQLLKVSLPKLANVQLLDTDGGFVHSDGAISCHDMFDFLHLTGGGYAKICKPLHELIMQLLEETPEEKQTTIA
LYPLA2 counter: LYPLA2 (human) inhibition in PME1 counter-screen; O95372; recombinant LYPLA2, FP-Rh probe fluorescence polarization; inhibition, % at 5.9 µM; 0.38% of 320,000 active;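 active = inhibition above the screen-wide mean plus 3 SD, limit set per campaign, cut at about 26% in these data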;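 also: 0% = LYPLA2 with DMSO and 100% = wells lacking LYPLA2 enzyme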
Target sequence (O95372 whole entry, looked up): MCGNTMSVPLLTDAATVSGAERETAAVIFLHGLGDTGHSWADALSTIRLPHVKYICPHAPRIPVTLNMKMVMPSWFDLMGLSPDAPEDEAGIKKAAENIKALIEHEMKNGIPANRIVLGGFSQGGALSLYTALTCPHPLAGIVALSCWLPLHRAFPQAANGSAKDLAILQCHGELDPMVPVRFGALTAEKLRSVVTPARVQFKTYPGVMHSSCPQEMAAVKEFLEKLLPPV
GSTO1 counter: counter-screen for RBBP9 inhibitors: inhibitors of human GSTO1. 1.1% of 300,000 active. P78417. AID 1974. recombinant GSTO1, activity-based probe fluorescence polarization. inhibition, % at 5.96 µM;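 active = inhibition above the campaign mean inhibition plus 3 SD, cut at about 35% in these data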;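 also: 0% = GSTO1-1 with DMSO and 100% = wells lacking GSTO1-1 enzyme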
PAD4 FP inh: inhibitors of human PAD4; recombinant PAD4, RCA probe fluorescence polarization; inhibition, % at 6.36 µM; 0.41% of 330,000 active;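 active = percent inhibition above a cutoff equal to the mean of all tested compounds plus 3 SD, cut at about 15% in these data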;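 also: 0% = PAD4 with RCA probe and DMSO and 100% = probe without PAD4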
PAFAH2 inh: inhibitors of human PAFAH2; AID 492956; 0.99% of 340,000 active; inhibition, % at 3.39 µM; recombinant PAFAH2, FP-rhodamine activity probe, fluorescence polarization; Q99487;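 active = inhibition above the mean over all tested compounds plus 3 SD, cut at about 30% in these data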;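 also: inhibitors block probe labeling of enzyme so polarization drops; 0% = enzyme with DMSO and 100% = wells lacking PAFAH2 protein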
Starred values were filed as active, the others as inactive. These rows are one share of the data; count on the stated rates, not on these rows.

Screening C=CCn1c(-c2ccc(N)cc2)nc2ccccc21 returned pPAFAH inh 4, PAFAH1B3 FP inh 0, LYPLA1 inh 1, PREPL inh 13, PAFAH1B2 inh 0, LYPLA2 counter -1, GSTO1 counter -3, PAD4 FP inh 0 and PAFAH2 inh 8.
For CCCCN(CC)CCNC(=S)Nc1ccc2nc(N3CCN(C)CC3)cc(C)c2c1 the results were pPAFAH inh -8, PAFAH1B3 FP inh 11, LYPLA1 inh 1, PREPL inh 18, PAFAH1B2 inh 4, LYPLA2 counter 1, GSTO1 counter 8, PAD4 FP inh -1 and PAFAH2 inh 3.
COc1ccc(-c2csc(NC(=S)NC(=O)c3ccc(S(=O)(=O)N(C)C)cc3)n2)cc1OC was read as pPAFAH inh 2, PAFAH1B3 FP inh 1, LYPLA1 inh 1, PREPL inh -4, PAFAH1B2 inh 2, LYPLA2 counter -2, GSTO1 counter -3, PAD4 FP inh -2 and PAFAH2 inh -9.
O=C(Nc1ccc2[nH]ncc2c1)c1cccc(F)c1 was read as pPAFAH inh 2, PAFAH1B3 FP inh -1, LYPLA1 inh -3, PREPL inh 4, PAFAH1B2 inh 2, LYPLA2 counter -3, GSTO1 counter 3, PAD4 FP inh -1 and PAFAH2 inh -4.
Screening COc1ccccc1NC(=O)c1cccc(S(=O)(=O)N2CCOCC2)c1 returned pPAFAH inh 4, PAFAH1B3 FP inh 6, LYPLA1 inh -2, PREPL inh 7, PAFAH1B2 inh 5, LYPLA2 counter 0, GSTO1 counter -6, PAD4 FP inh -6 and PAFAH2 inh -2.
`Cc1ccc(NC(=O)CN(C)C(=O)c2ccc(NS(=O)(=O)c3cccc([N+](=O)[O-])c3)cc2)cc1` gave pPAFAH inh 3, PAFAH1B3 FP inh 2, PREPL inh 29, PAFAH1B2 inh 0, PAD4 FP inh -2 and PAFAH2 inh 1.
Screening COc1ccc(NC(=O)CSc2nc(SC)ns2)cc1 returned pPAFAH inh 4, PAFAH1B3 FP inh 5, LYPLA1 inh -1, PREPL inh -13, PAFAH1B2 inh -3, LYPLA2 counter -2, GSTO1 counter 8, PAD4 FP inh -5 and PAFAH2 inh 6.
`CN1C(C(=O)NCc2ccco2)CC2Cn3c(nc4cc5ccccc5cc43)C21` (centres undefined) gave pPAFAH inh -1, PAFAH1B3 FP inh -6, LYPLA1 inh -3, PREPL inh 14, PAFAH1B2 inh -9, LYPLA2 counter 2, GSTO1 counter 0, PAD4 FP inh -3 and PAFAH2 inh 4.
Cc1cnc(C(=O)OCC(=O)c2ccc(F)cc2)cn1 was read as pPAFAH inh -2, PAFAH1B3 FP inh 7, LYPLA1 inh 2, PREPL inh 13, PAFAH1B2 inh 3, LYPLA2 counter -5, GSTO1 counter 3, PAD4 FP inh -4 and PAFAH2 inh 2.
For Cc1ccc(C2(c3ccccc3)NC(=O)N(CC(=O)NCc3ccccc3)C2=O)cc1C (centres undefined) the results were pPAFAH inh 6, PAFAH1B3 FP inh 0, LYPLA1 inh -3, PREPL inh -55, PAFAH1B2 inh 2, LYPLA2 counter -6, PAD4 FP inh -1 and PAFAH2 inh -2.
For CCCn1c(SCC(=O)NC2CCCCC2)nnc1-c1ccccn1 the results were pPAFAH inh -1, PAFAH1B3 FP inh 10, LYPLA1 inh 1, PREPL inh -4, PAFAH1B2 inh 10, LYPLA2 counter 3, GSTO1 counter 11, PAD4 FP inh -3 and PAFAH2 inh 1.
For CCN(CC(=O)Nc1ccc2c(c1)CCC2)Cc1nc2ccccc2c(=O)[nH]1 the results were pPAFAH inh 1, PAFAH1B3 FP inh 6, LYPLA1 inh -2, PREPL inh -50, PAFAH1B2 inh 5, LYPLA2 counter -2, GSTO1 counter 12, PAD4 FP inh -2 and PAFAH2 inh -7.
`COC(=O)c1sc(N)c(C(=O)OC)c1COC(=O)C1CC(=O)N(Cc2ccco2)C1` (centres undefined) gave pPAFAH inh 7, PAFAH1B3 FP inh 11, LYPLA1 inh -6, PREPL inh 17, PAFAH1B2 inh 3, LYPLA2 counter 1, GSTO1 counter 6, PAD4 FP inh 0 and PAFAH2 inh 8.
CCN1CCN(C(=O)c2cc3nc(-c4ccccc4)cc(C(F)(F)F)n3n2)CC1 was read as pPAFAH inh 3, PAFAH1B3 FP inh -2, LYPLA1 inh 4, PREPL inh -12, PAFAH1B2 inh 0, LYPLA2 counter 7, GSTO1 counter 4, PAD4 FP inh 0 and PAFAH2 inh 2.
Screening O=C(c1nn2c(C(F)(F)F)cc(-c3ccccc3)nc2c1Cl)N1CCOCC1 returned pPAFAH inh 0, PAFAH1B3 FP inh 1, LYPLA1 inh 3, PREPL inh 11, PAFAH1B2 inh 8, LYPLA2 counter 8, GSTO1 counter -1, PAD4 FP inh 1 and PAFAH2 inh 5.
For CN1C(=O)C(=O)/C(=C(/O)c2ccccc2)C1c1ccccc1 (centres undefined) the results were pPAFAH inh 2, PAFAH1B3 FP inh 0, LYPLA1 inh 0, PREPL inh -1, PAFAH1B2 inh 0, LYPLA2 counter 1, GSTO1 counter 2, PAD4 FP inh -5 and PAFAH2 inh 11.
Screening CSc1nsc(SC)c1C(=O)NC(=O)Nc1cccnc1 returned pPAFAH inh -7, PAFAH1B3 FP inh 8, LYPLA1 inh -1, PREPL inh 17, PAFAH1B2 inh 4, LYPLA2 counter 1, GSTO1 counter -6, PAD4 FP inh -3 and PAFAH2 inh 1.
For Cc1cccc(C(=O)OC(C)C(=O)Nc2ccc(S(=O)(=O)N3CCCC3)cc2)c1O (centres undefined) the results were pPAFAH inh -5, PAFAH1B3 FP inh -1, LYPLA1 inh -13, PREPL inh -16, PAFAH1B2 inh 5, LYPLA2 counter -13, GSTO1 counter 4, PAD4 FP inh -5 and PAFAH2 inh -2.
`Cc1nnc(SCC(=O)NC(C)(C)C)n1NCc1ccc(N(C)C)cc1` gave pPAFAH inh 4, PAFAH1B3 FP inh 3, LYPLA1 inh -2, PREPL inh 2, PAFAH1B2 inh -2, LYPLA2 counter -2, GSTO1 counter -1, PAD4 FP inh 1 and PAFAH2 inh -3.
Screening O=C(CO/N=C/c1ccc(Cl)cc1Cl)NNC(=O)c1ccc(Cl)cc1Cl returned pPAFAH inh 0, PAFAH1B3 FP inh 3, LYPLA1 inh -2, PREPL inh -12, PAFAH1B2 inh 0, LYPLA2 counter -9, GSTO1 counter -3, PAD4 FP inh -6 and PAFAH2 inh 2.
COCCn1c(=NC(=O)CSCC(=O)NC2CCCCC2)sc2cc(OC)ccc21 was read as pPAFAH inh 1, PAFAH1B3 FP inh 8, LYPLA1 inh -1, PREPL inh 21, PAFAH1B2 inh 3, LYPLA2 counter 5, GSTO1 counter -3, PAD4 FP inh 4 and PAFAH2 inh -4.
`COc1cccc(CNC(=O)C2Cc3ccccc3CN2C(C)=O)c1` (centres undefined) gave pPAFAH inh -2, PAFAH1B3 FP inh 8, LYPLA1 inh -1, PREPL inh 9, PAFAH1B2 inh 8, LYPLA2 counter 1, GSTO1 counter 3, PAD4 FP inh 2 and PAFAH2 inh -7.
COc1ccc(C2(NC(C)=O)CCN(C(=O)CCC(=O)O)CC2)cc1 was read as pPAFAH inh 0, PAFAH1B3 FP inh 7, LYPLA1 inh 0, PREPL inh -1, PAFAH1B2 inh 2, LYPLA2 counter 5, GSTO1 counter -2, PAD4 FP inh 3 and PAFAH2 inh -1.
COc1cccc(CNC(=O)CSC(=S)N2CCCC2)c1 was read as pPAFAH inh 0, PAFAH1B3 FP inh -7, LYPLA1 inh 1, PREPL inh 10, PAFAH1B2 inh 0, LYPLA2 counter -2, GSTO1 counter -2, PAD4 FP inh -4 and PAFAH2 inh -7.
`COc1ccc(C(=O)c2ccc(N3CCN(C4CC(=O)NC4=O)CC3)cc2)cc1F` (centres undefined) gave pPAFAH inh -3, PAFAH1B3 FP inh 9, LYPLA1 inh 0, PREPL inh 5, PAFAH1B2 inh 2, LYPLA2 counter 3, GSTO1 counter -6, PAD4 FP inh 2 and PAFAH2 inh 2.
CCN(CC)C(=O)Cn1cc(C(=O)C(=O)NCc2cccnc2)c2ccccc21 was read as pPAFAH inh -1, PAFAH1B3 FP inh 2, LYPLA1 inh 6, PREPL inh -3, PAFAH1B2 inh -2, LYPLA2 counter 1, GSTO1 counter -7, PAD4 FP inh 0 and PAFAH2 inh 6.
For COc1ccccc1NC(=O)Cn1ccn(-c2cccc3ccccc23)c(=O)c1=O the results were pPAFAH inh 2, PAFAH1B3 FP inh 3, LYPLA1 inh 2, PREPL inh 24, PAFAH1B2 inh 0, LYPLA2 counter -2, GSTO1 counter 4, PAD4 FP inh -4 and PAFAH2 inh -4.
Screening CCCC(C(=O)Nc1ccc2c(C)cc(=O)oc2c1)c1ccccc1 (centres undefined) returned pPAFAH inh 2, PAFAH1B3 FP inh -6, LYPLA1 inh -1, PREPL inh 2, PAFAH1B2 inh 1, LYPLA2 counter -1, GSTO1 counter -1, PAD4 FP inh -6 and PAFAH2 inh -10.
Screening O=[N+]([O-])c1ccc(N2CCCCC2)cc1 returned pPAFAH inh -1, LYPLA1 inh 2, PREPL inh 4, LYPLA2 counter 2, GSTO1 counter -8 and PAD4 FP inh -3.
Screening O=C(Nc1ccccc1)C1CC2CCC1C2 (centres undefined) returned pPAFAH inh -7, PAFAH1B3 FP inh 4, LYPLA1 inh 2, PREPL inh -7, PAFAH1B2 inh 4, LYPLA2 counter -1, GSTO1 counter 0, PAD4 FP inh -3 and PAFAH2 inh -3.
`COc1cc(NC(=O)C2CC(c3c(F)cccc3Cl)=NO2)c(OC)cc1Cl` (centres undefined) gave pPAFAH inh 3, PAFAH1B3 FP inh 8, LYPLA1 inh -5, PREPL inh -10, PAFAH1B2 inh 1, LYPLA2 counter -2, GSTO1 counter -3, PAD4 FP inh -2 and PAFAH2 inh 11.
Screening COc1ccc(OC)c(CNC(=O)CCNC(=O)Cn2ccc3ccccc3c2=O)c1 returned pPAFAH inh 2, PAFAH1B3 FP inh -6, LYPLA1 inh 4, PREPL inh 4, PAFAH1B2 inh 2, LYPLA2 counter 2, GSTO1 counter -5, PAD4 FP inh 0 and PAFAH2 inh 1.
COCCCNC(=O)C(Cc1ccccc1)NS(=O)(=O)c1ccc2c(c1)c(=O)n(C)c(=O)n2C (centres undefined) was read as pPAFAH inh 1, PAFAH1B3 FP inh -1, LYPLA1 inh 0, PREPL inh 1, PAFAH1B2 inh 3, LYPLA2 counter 1, GSTO1 counter 5, PAD4 FP inh 4 and PAFAH2 inh 0.
O=C(NCc1ccc(OC(F)(F)F)cc1)C1CC(c2ccc(C(F)(F)F)cc2)=NO1 (centres undefined) was read as pPAFAH inh 5, PAFAH1B3 FP inh 14, LYPLA1 inh 0, PREPL inh -11, PAFAH1B2 inh 10, LYPLA2 counter 4, GSTO1 counter -3, PAD4 FP inh 4 and PAFAH2 inh -1.

Molecules listed so far that have a nitro group on carbon:
`Cc1ccc(NC(=O)CN(C)C(=O)c2ccc(NS(=O)(=O)c3cccc([N+](=O)[O-])c3)cc2)cc1` gave pPAFAH inh 3, PAFAH1B3 FP inh 2, PREPL inh 29, PAFAH1B2 inh 0, PAD4 FP inh -2 and PAFAH2 inh 1.
Screening O=[N+]([O-])c1ccc(N2CCCCC2)cc1 returned pPAFAH inh -1, LYPLA1 inh 2, PREPL inh 4, LYPLA2 counter 2, GSTO1 counter -8 and PAD4 FP inh -3.
